Rac1 mut GTP: GTP binding modulators of activated mutant Rac1, primary screen, biochemical, bead-based flow cytometry, multiplex, fluorescent GTP | Ras-related C3 botulinum toxin substrate 1 (Homo sapiens), P63000 | GST-Rac1 activated beads; actives lie on both sides; 100% means binding = to untreated wells | 0.11% of 190,000 active | percent activity (GTP binding), % at 10 µM;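 active means GTP binding at least 20 percentage points away from the 100% baseline, in either direction, so actives lie on both sides; inconclusive means Compound likely fluorescent itself, or too few beads counted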
HRas wt GTP bind: modulators of GTP binding to HRas wildtype, primary screen, biochemical, bead-based flow cytometry, multiplex. GTPase HRas (Homo sapiens), P01112. GST-Ras wt beads, Bodipy-FL-GTP binding; actives lie on both sides. GTP binding activity, % at 10 µM. 0.14% of 190,000 active. AID 759, 2007;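 active means GTP binding activity at least 20% away from the 100% baseline, either lowered as inhibitor or raised as activator; inconclusive means flagged as likely green fluorescent, judged across all proteins in the well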;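 further: 0% = unlabeled GTP competition control and 100% = no-compound control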
Target sequence (P01112 whole entry, looked up): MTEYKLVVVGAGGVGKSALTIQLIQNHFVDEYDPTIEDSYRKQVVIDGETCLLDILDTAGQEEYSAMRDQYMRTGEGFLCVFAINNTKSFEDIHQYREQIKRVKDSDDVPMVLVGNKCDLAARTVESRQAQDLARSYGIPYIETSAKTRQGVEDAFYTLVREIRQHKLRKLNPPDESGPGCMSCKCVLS
Rab2A wt mod: modulators of GTP binding to Rab2A wildtype, primary screen, biochemical, dog, bead-based flow cytometry, multiplex; Ras-related protein Rab-2A (Canis lupus familiaris), P61105; GST-Rab2 wt beads, Bodipy-GTP binding; GTP binding activity, % at 10 µM; 0.19% of 190,000 active; AID 760, 2007;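 active means GTP binding activity at least 20 points away from 100%, either lowered or raised; inconclusive means signal likely due to the compound's own green fluorescence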;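 further: 0% = beads with excess unlabeled GTP and 100% = no-compound control corrected for plate trend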
Rab7 wt modul: modulators of GTP binding to Rab7, primary screen, biochemical, wildtype, multiplex bead flow cytometry | 0.055% of 190,000 active | GTP binding activity (percent of control), % at 10 µM | Rab7 GTPase wild type (dog), Bodipy-FL-GTP binding | GST-Rab7 beads, fluorescent GTP binding; actives lie on both sides; untreated = 100%, excess cold GTP = 0%;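 active means fluorescent GTP binding to Rab7 beads changed by at least 20 points from the 100% baseline, either direction, mostly lower; inconclusive means compound itself probably fluorescent, or too few beads counted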;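 further: median green fluorescence of bound Bodipy-FL-GTP per Rab7 bead population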
Mcl1-Bid inh: Mcl-1/Bid binding inhibitors, primary screen, biochemical, TR-FRET, 1536-well; Induced myeloid leukemia cell differentiation protein Mcl-1 (Homo sapiens), Q07820; TR-FRET Mcl-1/Bid-Dy647 peptide binding; inhibition, % at 21.7 µM; 0.97% of 220,000 active; AID 1021, 2008;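 active means compounds that cut the binding signal by more than half at the single screening dose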;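 further: His-tagged Mcl-1 with europium anti-His antibody binding Bid BH3 peptide; 0% = Mcl-1 plus peptide wells and 100% = peptide-only wells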
Target sequence (Q07820 whole entry, looked up): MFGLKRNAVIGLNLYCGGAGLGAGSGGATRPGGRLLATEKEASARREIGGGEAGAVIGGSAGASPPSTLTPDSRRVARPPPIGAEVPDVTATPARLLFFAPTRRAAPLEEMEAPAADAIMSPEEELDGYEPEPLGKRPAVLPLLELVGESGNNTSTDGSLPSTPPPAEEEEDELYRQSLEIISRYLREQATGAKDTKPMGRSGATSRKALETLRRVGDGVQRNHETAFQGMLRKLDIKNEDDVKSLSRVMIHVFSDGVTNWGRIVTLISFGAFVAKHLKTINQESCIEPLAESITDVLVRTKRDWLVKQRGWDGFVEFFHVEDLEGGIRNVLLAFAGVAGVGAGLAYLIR
Mcl1 Noxa PPI: Mcl-1/Noxa binding inhibitors, primary screen, biochemical, TR-FRET, 1536-well; inhibition, % at 21.7 µM; 1.5% of 220,000 active; TR-FRET Mcl-1/Noxa peptide binding, 2 h;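 active means compounds that cut the protein-peptide binding signal by more than 50% relative to plate controls in a single-dose test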;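 further: His-tagged Mcl-1 with rhodamine Noxa BH3 peptide and terbium anti-His antibody; 0% = Mcl-1 plus Noxa peptide wells and 100% = peptide-only wells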
Mcl-1 Bim block: inhibitors of Bim peptide binding to Mcl-1, primary screen, biochemical, bead-based flow cytometry, multiplex; Induced myeloid leukemia cell differentiation protein Mcl-1 (Homo sapiens), Q07820; Bim peptide-Mcl-1 binding; inhibition, % at 10 µM; 0.1% of 190,000 active; AID 1009, 2008; in the data active means inhibition above about 40%;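 further: 0% = no compound tracer wells and 100% = peptide blocker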
Pf gamet viab: late stage P. falciparum gametocyte viability inhibitors, primary screen, ATP luminescence, HTS; P. falciparum stage V gametocytes, 24 h; 0.065% of 150,000 active; inhibition, % at 10.9 µM;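 active means inhibition above the mean plus 3 SD of compounds within the control limits, set per campaign, cut at about 38% in these data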;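 further: 0% = DMSO wells and 100% = medium only without gametocytes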
Rac1 wt GTP bind: wildtype Rac1 GTP binding modulators, primary screen, biochemical, GST-Rac1 beads, flow cytometry, multiplex; AID 757, 2007; GTP binding activity (% of control), % at 10 µM; fluorescent GTP binding; actives lie on both sides; 0 = cold GTP competed, 100 = untreated; 0.27% of 190,000 active;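 active means GTP binding activity at least 20 points away from the 100% control level, either lower or higher; inconclusive means compound flagged as likely green fluorescent, judged across all proteins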
Cdc42 wt: modulators of GTP binding to wildtype Cdc42, primary screen, biochemical, multiplex bead flow cytometry, Bodipy-GTP; 0.2% of 190,000 active; GST-Cdc42 beads; actives lie on both sides; percent activity (GTP binding), % at 10 µM; AID 761, 2007;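 active means percent activity GTP binding at least 20 points away from the 100% baseline, either down as inhibitor or up as activator; inconclusive means compound flagged as likely green fluorescent from well-wide comparison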;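 further: median bead fluorescence of bound Bodipy-FL-GTP at 100 nM; 0% = excess unlabeled GTP control and 100% = no compound control; below 100% means less GTP binding so inhibitor and above means activator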
Target sequence (P60953 whole entry, looked up): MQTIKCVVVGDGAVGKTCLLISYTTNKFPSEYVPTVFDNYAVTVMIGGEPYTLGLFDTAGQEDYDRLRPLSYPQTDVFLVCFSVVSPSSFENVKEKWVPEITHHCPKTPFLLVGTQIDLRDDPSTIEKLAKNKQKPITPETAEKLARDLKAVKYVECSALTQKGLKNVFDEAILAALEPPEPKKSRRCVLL
Avidin fluor: green autofluorescence of compounds with avidin beads – biophysical, 488/530 nm, flow cytometry, artefact control, profiling panel | fluorescence (KMESF) at 10 µM | 0.38% of 220,000 active | compound fluorescence 488/530 nm; hits give high values; in the data active means fluorescence above about 47; further: inactives centre near 10
* marks the source's active call; other numbers are inactive results; ? = inconclusive; · = not tested or not shown.

1: c1ccc(CCc2nc(-c3ccccc3)no2)cc1
2: CC(C)C(c1nnnn1CC1CCCO1)N1CCN(C2CCCC2)CC1 (centres undefined)
3: CCSc1nncn1/N=C/c1ccc(OC)c(OC)c1
4: CCCc1cc(=O)[nH]c(SCc2ccc(Cl)cc2)n1
5: CC(=O)Nc1cccc(OCC(=O)Nc2ccccc2)c1

assay / compound	1	2	3	4	5
Rab7 wt modul	102	99	94	102	102
Cdc42 wt	106	102	101	103	102
Rac1 wt GTP bind	102	104	110	104	111
Avidin fluor	19	24	12	12	20
Rac1 mut GTP	102	99	98	98	100
Rab2A wt mod	101	101	95	100	103
Mcl1 Noxa PPI	8	-12	-8	8	-22
Pf gamet viab	·	-26	5	-17	-7
HRas wt GTP bind	104	100	99	102	101
Mcl1-Bid inh	-17	4	-12	0	-5
Mcl-1 Bim block	-4	-2	-2	-1	-8

Compounds from the list above with four or more nitrogen atoms:
2: CC(C)C(c1nnnn1CC1CCCO1)N1CCN(C2CCCC2)CC1 (centres undefined)
3: CCSc1nncn1/N=C/c1ccc(OC)c(OC)c1

assay / compound	2	3
Rab7 wt modul	99	94
Cdc42 wt	102	101
Rac1 wt GTP bind	104	110
Avidin fluor	24	12
Rac1 mut GTP	99	98
Rab2A wt mod	101	95
Mcl1 Noxa PPI	-12	-8
Pf gamet viab	-26	5
HRas wt GTP bind	100	99
Mcl1-Bid inh	4	-12
Mcl-1 Bim block	-2	-2

More entries.
6: O=C(CCN1C(=O)c2ccccc2S1(=O)=O)Nc1ccc2c(c1)OCCO2
7: CN(C)c1ccc(/C=N/n2c(-c3cccnc3)n[nH]c2=S)cc1
8: C/C(=N\NC(=S)NC1CCCCC1)c1cccc(Br)c1
9: COc1ccccc1C1CCCN1Cc1nc(-c2cc3c(cc2Cl)OCO3)oc1C (centres undefined)
10: CCOc1ccc(-c2nnc(SCc3nc4ccccc4[nH]3)n2N)cc1

assay / compound	6	7	8	9	10
Rab7 wt modul	100	91	98	100	101
Cdc42 wt	101	96	101	99	104
Rac1 wt GTP bind	104	92	100	101	104
Avidin fluor	8	9	17	12	5
Rac1 mut GTP	99	91	97	100	100
Rab2A wt mod	102	93	96	99	102
Mcl1 Noxa PPI	-22	56*	20	18	3
Pf gamet viab	7	3	·	-25	2
HRas wt GTP bind	102	91	97	98	101
Mcl1-Bid inh	10	-17	-23	-27	-24
Mcl-1 Bim block	-2	-1	-3	-5	7

11: COc1ccc(OC)c(Nc2nc(N)nc(CSc3nnc(N)s3)n2)c1
12: CCOC(=O)c1ccc(N2C(=O)C3CC=C(C)CC3C2=O)cc1 (centres undefined)
13: Cc1ccc2nc(NNC(=O)c3ccc4c(c3)OCCO4)sc2c1
14: CC1(C)C(=O)Nc2ccccc2N1C(=O)COC(=O)C1CCCCC1
15: COc1ccc(-c2ccnc(SCC(=O)Nc3ccccn3)n2)cc1

assay / compound	11	12	13	14	15
Rab7 wt modul	97	100	101	102	96
Cdc42 wt	94	104	97	102	101
Rac1 wt GTP bind	92	107	97	101	104
Avidin fluor	41	22	6	12	7
Rac1 mut GTP	95	101	95	99	99
Rab2A wt mod	95	100	100	102	98
Mcl1 Noxa PPI	20	-4	12	-1	18
Pf gamet viab	·	·	·	-18	-3
HRas wt GTP bind	95	101	98	101	99
Mcl1-Bid inh	-13	-22	-17	-3	2
Mcl-1 Bim block	1	-4	-5	-5	-3

Some of these compounds in order of the Rab7 wt modul value, low to high:
item | SMILES | Rab7 wt modul | Cdc42 wt | Rac1 wt GTP bind | Avidin fluor | Rab2A wt mod | Mcl1 Noxa PPI | HRas wt GTP bind | Mcl1-Bid inh | Mcl-1 Bim block
7 | CN(C)c1ccc(/C=N/n2c(-c3cccnc3)n[nH]c2=S)cc1 | 91 | 96 | 92 | 9 | 93 | 56* | 91 | -17 | -1
9 | COc1ccccc1C1CCCN1Cc1nc(-c2cc3c(cc2Cl)OCO3)oc1C (centres undefined) | 100 | 99 | 101 | 12 | 99 | 18 | 98 | -27 | -5
1 | c1ccc(CCc2nc(-c3ccccc3)no2)cc1 | 102 | 106 | 102 | 19 | 101 | 8 | 104 | -17 | -4

The list continues:
16: CNC(=S)N/N=C/c1c(Cl)cccc1Cl
17: CC(=O)c1ccc(Nc2cc(C)nc3nc(C)nn23)cc1
18: COc1ccc2oc(=O)c(-c3nc(C)cs3)cc2c1
19: CCc1cccc(CC)c1NC(=S)N(CCN(C)C)C(C)c1cccnc1 (centres undefined)
20: CCN(CC)S(=O)(=O)c1ccc(OC)c(NC(=O)c2cc(C)on2)c1

assay / compound	16	17	18	19	20
Rab7 wt modul	96	95	105	104	?
Cdc42 wt	99	99	103	97	?
Rac1 wt GTP bind	101	101	101	102	?
Avidin fluor	10	4	19	6	11
Rac1 mut GTP	97	97	100	95	?
Rab2A wt mod	95	95	103	102	?
Mcl1 Noxa PPI	29	17	16	-11	8
Pf gamet viab	11	·	-21	-1	0
HRas wt GTP bind	98	97	101	99	?
Mcl1-Bid inh	-16	16	-14	-12	-2
Mcl-1 Bim block	0	0	1	-2	0

21: CCN(CC(=O)NC1CCS(=O)(=O)C1)S(=O)(=O)c1ccc2ccccc2c1 (centres undefined)
22: CCOC(=O)N1CCN(S(=O)(=O)c2cc3c(cc2C)NC(=O)CO3)CC1
23: CN(Cc1ccccc1)C(=S)NC(=O)C1CCCCC1
24: Cn1c(=O)c(C(=O)COC(=O)c2cc(C(F)(F)F)nc3c(C(F)(F)F)cccc23)c(N)n(CC2CC2)c1=O
25: COCCNC(=S)N/N=C/c1ccc(OCc2ccc(C(=O)OC)cc2)c(OC)c1

assay / compound	21	22	23	24	25
Rab7 wt modul	100	104	96	98	99
Cdc42 wt	99	96	101	95	102
Rac1 wt GTP bind	100	102	105	97	106
Avidin fluor	13	15	12	9	4
Rac1 mut GTP	96	102	99	93	99
Rab2A wt mod	97	102	102	95	99
Mcl1 Noxa PPI	0	10	-3	-71	11
Pf gamet viab	4	·	·	·	·
HRas wt GTP bind	99	103	101	96	101
Mcl1-Bid inh	-19	-24	-21	-6	-5
Mcl-1 Bim block	0	-6	-3	-3	0

26: CSc1ccc(/C=N/n2nnnc2N)cc1
27: O=C(N/N=C/c1ccc([N+](=O)[O-])o1)c1cc(-c2ccncc2)nc2ccccc12
28: COc1ccc(C(=O)N/N=C(\CCC(=O)O)c2ccc(C(C)(C)C)cc2)cc1OC
29: COCCNC(=O)c1cccc(C)c1[N+](=O)[O-]
30: COc1cccc(-c2cc(C(=O)Nc3nc4ccccc4s3)c3ccccc3n2)c1

assay / compound	26	27	28	29	30
Rab7 wt modul	96	94	107	101	104
Cdc42 wt	100	98	94	106	101
Rac1 wt GTP bind	99	98	95	105	96
Avidin fluor	9	29	8	13	11
Rac1 mut GTP	96	97	94	99	96
Rab2A wt mod	99	95	95	102	101
Mcl1 Noxa PPI	·	-19	8	2	-5
Pf gamet viab	-5	-12	3	·	·
HRas wt GTP bind	98	97	94	102	102
Mcl1-Bid inh	·	-101	-7	25	-1
Mcl-1 Bim block	3	0	2	-8	-2

31: CC(C)(C)NC(=O)CSc1nc2[nH]ncc2c(=O)[nH]1
32: O=C(c1ccccc1)n1ccn(-c2ccccc2)c1=S
33: CCc1noc(C)c1C(=O)N1CCCC(C(=O)c2cc(F)ccc2F)C1 (centres undefined)
34: Brc1ccc(CSc2nnc(-c3cccnc3)o2)cc1
35: O=C(CSc1ccc2nnc(-c3cccnc3)n2n1)NCc1ccco1

assay / compound	31	32	33	34	35
Rab7 wt modul	94	101	96	92	97
Cdc42 wt	96	97	97	92	100
Rac1 wt GTP bind	98	101	101	93	100
Avidin fluor	6	7	9	7	8
Rac1 mut GTP	96	96	97	93	99
Rab2A wt mod	92	99	97	93	94
Mcl1 Noxa PPI	25	13	5	17	13
Pf gamet viab	-3	-53	15	·	·
HRas wt GTP bind	96	97	98	92	96
Mcl1-Bid inh	-14	-10	-5	-29	-8
Mcl-1 Bim block	2	0	0	0	2

36: CC(=O)N1N=C(c2ccc(C(C)(C)C)cc2)OC1(C)C
37: Fc1ccc(C(c2nnnn2Cc2ccccc2)N2CCSCC2)cc1 (centres undefined)
38: O=C(Nc1ccccc1O)c1csc2c1CCCC2
39: O=C(NCc1ccc2c(c1)OCO2)c1ccc(-c2ccc(Cl)cc2)o1
40: Cc1cc(C)cc(OCc2nnc(SCC(=O)OC3CCCCC3)o2)c1

assay / compound	36	37	38	39	40
Rab7 wt modul	98	101	92	99	92
Cdc42 wt	98	97	91	93	98
Rac1 wt GTP bind	104	97	95	96	96
Avidin fluor	4	14	9	15	4
Rac1 mut GTP	99	96	94	96	94
Rab2A wt mod	100	100	94	99	95
Mcl1 Noxa PPI	11	-6	23	14	19
Pf gamet viab	16	3	17	·	·
HRas wt GTP bind	100	100	92	96	96
Mcl1-Bid inh	-9	-27	-5	8	16
Mcl-1 Bim block	27	2	-8	-1	0

41: O=C(/C=C\Nc1ccccc1Br)c1ccc2c(c1)OCO2
42: Cc1ccc(S(=O)(=O)NCCCn2ccnc2)cc1
43: O=C(Nc1nc(-c2cccs2)cs1)c1ccc(Cl)cc1
44: CC(C)(C)OC(=O)N1CC(O)CC1C(=O)OCC(=O)c1ccc(Cl)cc1 (centres undefined)
45: COc1ccc(OCc2cnc(Cl)s2)cc1

assay / compound	41	42	43	44	45
Rab7 wt modul	105	105	99	99	96
Cdc42 wt	98	106	103	108	99
Rac1 wt GTP bind	102	105	104	107	103
Avidin fluor	8	5	37	29	17
Rac1 mut GTP	94	104	99	99	98
Rab2A wt mod	99	105	98	100	99
Mcl1 Noxa PPI	-3	0	0	28	-19
Pf gamet viab	-12	3	-8	1	·
HRas wt GTP bind	97	105	99	100	99
Mcl1-Bid inh	-2	-23	-6	-16	-10
Mcl-1 Bim block	1	-3	-3	-5	0

Screens deposited in PubChem by several laboratories.
